# Bioassay records (PubChem)
# D1 agonist: activates the human D1 dopamine receptor; P21728; HEK293 T-REx D1 cells, calcium flux, agonist mode; activation, % at 2 µM; actives 1% (n = 360,000); AID 504660; also: 0% is about no effect
#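 Tetracycline-induced HEK293 TREx D1 cells, force-coupled to calcium signalling, were dye-loaded with a no-wash calcium kit. Compound was pin-added after a 10 s baseline. Fluorescence was read kinetically at 1 cycle/s for 180 s, with calcium rises flagged as agonism.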
# D1 antag: antagonists of human D1 dopamine receptor | P21728 | HEK293 TREx D1 cells, calcium flux, dopamine EC80; hits give low values | activity change, negative = inhibition, % at 10 µM | actives 3.2% (n = 360,000) | AID 504652; in the data active = activity change below about -30%; also: % is scaled to controls: 0 for no effect and ±100 for the full control effect
#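 Using tetracycline-induced force-coupled D1 Hek293 cells and a calcium dye, signals were followed for 180 s after compound, then for 180 s after EC80 dopamine, to detect inhibitors.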
# D2 potentiator: D2 dopamine receptor (human) potentiation | actives 0.34% (n = 340,000) | HEK293 T-REx D2, calcium flux, EC20 dopamine potentiation | P14416 | potentiation, % at 10 µM;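 active = potentiation over 3 SD above the plate norm, cut at about 30% in these data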; also: 0% is about no effect
#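 Calcium flux readout, no-wash dye, 1 read/s. Inducible HEK293 Trex D2 line, overnight 30 C. Compound alone 180 s (agonist flags), then EC20 dopamine, another 180 s to score potentiation.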
# TRHR enhancer: allosterically enhances the human TRH receptor; TRHR cells, fluo-8 calcium fluorescence, EC20 TRH enhancement; enhancement, % at 2 µM; actives 0.66% (n = 360,000); AID 493056; in the data active = enhancement above about 30%; also: 0% is about no effect
#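 TRHR-expressing cells loaded with fluo-8 calcium dye were read kinetically (ex 480/em 530) during compound addition, then stimulated with an EC20 of TRH (10 nM final). Enhancement of the Gq-mediated intracellular calcium response was scored.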
# D2 ag: agonists of human D2 dopamine receptor; activation, % at 2 µM; actives 0.53% (n = 340,000); HEK293 T-REx D2 cells, calcium flux agonist mode; P14416;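 active = activation over 3 SD above normal in the single-dose calcium agonist read, cut at about 30% in these data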; also: 0% is about no effect
#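 Tetracycline-induced HEK293 Trex cells with D2 receptor force-coupled to calcium signaling, plated overnight at 30 C and loaded with no-wash calcium dye. Calcium flux read kinetically for 180 s after compound addition; responses flag agonists.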
# RXFP1 antag: antagonists of human relaxin receptor RXFP1; Q9HBX9; HEK293-RXFP1, relaxin-stimulated cAMP HTRF, 30 min; hits give low values; activity change, negative = inhibition, % at 57.5 µM; actives 0.59% (n = 350,000);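 active = activity change of -60% or lower, but not beyond a set lower limit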; also: % is scaled to controls: 0 for no effect and ±100 for the full control effect
# Target sequence (Q9HBX9 whole entry, looked up): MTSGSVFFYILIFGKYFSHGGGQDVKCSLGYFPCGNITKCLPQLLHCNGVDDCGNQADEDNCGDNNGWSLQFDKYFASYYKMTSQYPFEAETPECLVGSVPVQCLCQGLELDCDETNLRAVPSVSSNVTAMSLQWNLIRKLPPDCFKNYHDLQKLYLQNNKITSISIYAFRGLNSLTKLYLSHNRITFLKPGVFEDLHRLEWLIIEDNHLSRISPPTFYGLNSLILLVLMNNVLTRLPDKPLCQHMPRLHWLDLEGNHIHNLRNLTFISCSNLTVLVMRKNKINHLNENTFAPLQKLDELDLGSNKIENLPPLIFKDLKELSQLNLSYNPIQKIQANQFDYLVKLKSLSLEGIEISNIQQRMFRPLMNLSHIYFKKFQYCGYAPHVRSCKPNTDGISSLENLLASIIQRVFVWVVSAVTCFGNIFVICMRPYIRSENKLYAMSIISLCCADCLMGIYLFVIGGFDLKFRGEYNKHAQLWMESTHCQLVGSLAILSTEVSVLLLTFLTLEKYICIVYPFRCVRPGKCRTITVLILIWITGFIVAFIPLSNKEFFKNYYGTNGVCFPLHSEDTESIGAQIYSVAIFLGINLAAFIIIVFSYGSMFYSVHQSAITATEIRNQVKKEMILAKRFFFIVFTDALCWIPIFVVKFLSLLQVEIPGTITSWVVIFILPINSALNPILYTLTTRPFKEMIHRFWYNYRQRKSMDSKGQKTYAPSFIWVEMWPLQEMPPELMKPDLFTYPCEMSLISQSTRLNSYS
# D2 antagonist: antagonizes the human D2 dopamine receptor; P14416; HEK293 TREx D2 cells, calcium flux, dopamine EC80; inhibition, % at 10 µM; actives 2% (n = 340,000); in the data active = inhibition above about 30%; also: 0% is about no effect
#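 Overnight-induced (tetracycline, 30 C) HEK293 T-REx cells carrying force-coupled D2 receive a no-wash calcium dye, then compound, then EC80 dopamine at 180 s; signals are read kinetically throughout.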
# D1 PAM: enhances dopamine response at the human D1 receptor; actives 0.036% (n = 360,000); AID 504651; potentiation, % at 10 µM; HEK293 TREx D1 cells, calcium flux, dopamine EC20 potentiation; in the data active = potentiation above about 30%; also: 0% is about no effect
# TRHR ag: TRH receptor (human) agonism | P34981 | actives 0.18% (n = 360,000) | AID 493084 | TRHR cells, calcium flux fluo-8, FDSS agonist mode | activation, % at 2 µM; also: 0% is about no effect
#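 Fluo-8-loaded TRHR cells; 10 s baseline, compound added, kinetic Ca2+ fluorescence read 1/s, agonist mode.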
# The depositor's hits bear a star; / = no result given. Rule as the data show it, unless noted: active = activation above about 30%; inactive = the rest. The list is partial. The share of hits here may be higher or lower than overall.
SMILES,D1 agonist,D1 antag,D2 potentiator,TRHR enhancer,D2 ag,RXFP1 antag,D2 antagonist,D1 PAM,TRHR ag
CN1[C@@H]2CC[C@H]1CC(OC1c3ccccc3CCc3ccccc31)C2 (some centres not stated),44*,-43*,-24,2,2.0,/,8,3,-0.8
Clc1cccc(C2NCc3ccccc3-n3cccc32)c1 (configuration not stated),11,18,16,6,-1.4,9,-11,5,-0.3
Cc1ccc(-n2c(O)c(C=N)c(=O)n(-c3ccc(C)cc3)c2=O)cc1,4,-17,-1,1,1.4,0,-4,3,1.4
Cc1ccc(NC(=O)N(Cc2ccc3c(c2)OCO3)C2CCN(Cc3ccccc3)CC2)cc1F,10,2,3,11,1.4,-22,/,-2,1.7
COc1ccc(N2C(=O)/C(=C/c3ccc(OC)c(OC)c3)C(=O)NC2=S)cc1,3,-7,5,3,1.1,-5,7,-8,-0.1
Cc1nn(Cc2ccccc2)c(C)c1C(=O)OCC(=O)NCc1ccco1,0,-21,1,-4,-0.4,-29,23,-12,0.3
O=C(COC(=O)Cc1ccccc1)NNC(=O)c1ccc([N+](=O)[O-])cc1,1,-1,-13,2,/,1,/,-3,-0.5
CN1CCN(c2ccc([N+](=O)[O-])c3cccnc23)CC1,2,-25,-10,5,-0.3,9,-17,-9,0.0
CCC1(C)CN(S(=O)(=O)OCC(Cl)(Cl)Cl)C(=O)N1 (configuration not stated),0,-4,3,-3,0.0,/,19,-3,0.0
S=C1NCCN1,2,8,-9,7,-2.9,/,-6,-2,-0.9
CCN1CCN(C(=O)COc2ccc3c(c2)C(=O)CC2(CCN(C(C)=O)CC2)O3)CC1,4,-2,2,3,0.1,0,-4,4,1.1
CC(C)c1ccc(N2C(=O)NC(=O)/C(=C\c3cnc(-c4ccccc4)nc3)C2=O)cc1,2,15,-8,-9,0.3,0,17,-3,1.7
Nc1ccc(S(=O)(=O)N2CCCCC2c2cccnc2)cc1 (configuration not stated),4,2,8,-2,0.0,/,16,/,0.0
Cn1c(O)c(/C=C2/C=CC=N2)c(=O)[nH]c1=O,2,1,4,-4,1.7,-16,3,-3,1.1
O=C(COc1ccc(Br)cc1)Nc1ccc(Cl)cc1C(=O)c1ccccc1,3,3,4,0,-0.6,3,/,1,-1.4
O=C1C2CCCN2C(c2ccccc2)N1c1ccccn1 (configuration not stated),3,-8,-2,3,-0.1,-13,10,3,-0.3
CC1=CC(=C2C(=O)NC(=O)NC2=O)C=C(C(F)(F)F)N1Cc1ccccc1,1,-22,11,8,-1.6,7,-3,-1,-0.8
NC(=O)c1ccc(N=Nc2c(O)[nH]c(=O)[nH]c2=O)cc1,2,-8,-6,17,-1.5,/,4,-7,-0.5
CCCC(=O)OCC[N+](C)(C)C,2,13,4,10,1.3,/,-12,-3,0.5
CC(C)CC1C(C#N)=C(N)Oc2c1c(=O)oc1ccccc21 (configuration not stated),5,-13,-7,11,0.1,/,-6,/,0.3
COC(=O)C1=C(c2cccc(C#N)c2)C[C@@H]2CC[C@H]1N2C(=O)NCc1cccc2ccccc12,2,-3,3,10,0.4,/,-7,1,-0.1
Cn1cccc1CNCCc1ccccc1,0,-2,3,7,-1.1,/,15,-2,-0.1
COc1ccc(CNCCc2ccc3c(c2)OCO3)cc1Br,78*,-18,-1,-2,-0.6,2,-10,-4,-0.4
CCOC(=O)C1(c2ccccc2)CCN(Cc2cccc(C(=O)O)c2)CC1,5,4,-3,-2,/,14,/,1,-0.7
CCCn1c(C)c(C(=O)c2cccc3ccccc23)c2ccccc21,2,-1,3,-5,-1.5,/,11,-5,0.2
CN1CCCC(C(O)(c2ccccc2)c2ccccc2)C1 (configuration not stated),1,45,3,2,-1.6,3,7,-5,0.3
CCOC(=O)c1nc2ccccc2c(=O)n1-c1ccc(C)cc1,-3,1,20,1,-0.7,-8,0,-7,-0.7
CC1CCCN(C(=O)CCl)C1 (configuration not stated),2,-3,5,-2,0.7,1,3,-4,0.6
CC(=O)OC1C2CCC1C(N1CCCC1)CC2 (configuration not stated),2,3,7,17,-1.7,5,5,3,0.5
COc1ccc(NC(=O)N2CCC3(CC2)OCCO3)cc1,1,-1,3,1,0.6,-6,-13,1,0.2
O=[N+]([O-])c1ccc(C2[C@H]3C(c4ccccc4)=NC4(CCCCC4)N23)cc1 (some centres not stated),4,-3,9,-6,1.0,-4,1,-1,0.4
CC(C)N1CCN(Cc2ccccc2C(F)(F)F)CC1CCO (configuration not stated),1,5,-4,-4,0.7,-2,-5,-4,-0.1
CCOc1ccccc1Oc1coc2cc(OC(=O)N(C)C)ccc2c1=O,2,6,2,6,0.1,5,-1,-3,-0.8
CCOP(=O)(OCC)C(NC(=O)c1ccc(Cl)cc1)=C(Cl)Cl,-2,3,-2,-2,-0.7,-6,-2,1,0.7
O=C1NC(=O)N(c2ccccc2)C(=O)/C1=C/c1ccc([N+](=O)[O-])s1,2,2,4,18,1.3,-12,4,-5,3.2
CCN(CC)C(=O)COc1cc(C)cc2oc(=O)c3c(c12)CCCC3,5,23,5,3,-1.0,4,-14,2,-0.6
CCCCC(CC)COC(=O)c1ccccc1C(=O)OCC(CC)CCCC (configuration not stated),-1,6,-4,18,0.4,-15,-3,-6,0.5
CN1CCN(c2cn[nH]c(=O)c2Cl)CC1,2,8,-7,12,0.1,-10,10,-2,1.1
N#Cc1cc2c(nc1SCC(=O)Nc1cc(Cl)ccc1Cl)C1CCN2CC1,2,-7,-3,-6,-0.7,-11,-5,-1,-0.4
CCN1CCN(C(=O)COc2ccc(S(=O)(=O)Nc3ccc(Cl)cc3)cc2)CC1,5,22,3,0,2.3,6,0,-1,2.6

# Two entries drawn at random from those above:
SMILES,D1 agonist,D1 antag,D2 potentiator,TRHR enhancer,D2 ag,RXFP1 antag,D2 antagonist,D1 PAM,TRHR ag
CCOc1ccccc1Oc1coc2cc(OC(=O)N(C)C)ccc2c1=O,2,6,2,6,0.1,5,-1,-3,-0.8
CC(C)N1CCN(Cc2ccccc2C(F)(F)F)CC1CCO (configuration not stated),1,5,-4,-4,0.7,-2,-5,-4,-0.1

# Further entries:
SMILES,D1 agonist,D1 antag,D2 potentiator,TRHR enhancer,D2 ag,RXFP1 antag,D2 antagonist,D1 PAM,TRHR ag
O=c1[nH]c(=O)n(Cc2ccco2)c(O)c1C=NCCN1CCOCC1,1,5,-10,-7,0.8,3,-10,-6,1.4
O=[N+]([O-])c1cc(F)c(N2CCCCC2)cc1Br,7,14,1,0,-1.1,-9,11,1,-0.1
Cc1cccc(-n2c(=S)[nH]c3ccccc3c2=O)n1,2,-5,8,-5,-7.1,2,7,2,-0.2
Cc1ccc(Cn2cccc(C(=O)Nc3nnc(C)s3)c2=O)cc1,-1,/,9,2,20,/,/,0,-0.1
CCOP(=S)(OCC)c1ccc(N(C)C)cc1,1,8,-6,14,-1.8,-22,-4,-2,-0.2
N#Cc1ccc(NC(=O)CN2C(=O)NC3(CCCC3)C2=O)cc1Cl,3,-16,-1,-4,0.8,15,4,-6,1.4
O=C(O)c1ccccc1NC(=O)N1C[C@H]2C[C@@H](C1)c1cccc(=O)n1C2,2,6,-4,1,-1.3,/,-1,0,-0.2
O=c1cccc2n1CC1CC2CN(Cc2c(Cl)cccc2Cl)C1 (configuration not stated),3,15,30,3,-0.8,-1,2,0,-0.6
CCN(CC)S(=O)(=O)c1ccc(C(=O)NC2CN3CCC2CC3)cc1 (configuration not stated),7,2,2,5,-1.3,6,2,-1,-2.0
CCOc1ccc(-c2cc(C)[n+](CCO)c(-c3ccc(OCC)cc3)c2)cc1,2,-5,-7,5,-0.1,-6,-16,-10,0.0

# Arranged by length of the SMILES (smallest number first): part of the list above
SMILES,D1 agonist,D1 antag,D2 potentiator,TRHR enhancer,D2 ag,RXFP1 antag,D2 antagonist,D1 PAM,TRHR ag
Cc1cccc(-n2c(=S)[nH]c3ccccc3c2=O)n1,2,-5,8,-5,-7.1,2,7,2,-0.2
CCN(CC)S(=O)(=O)c1ccc(C(=O)NC2CN3CCC2CC3)cc1 (configuration not stated),7,2,2,5,-1.3,6,2,-1,-2.0
O=C(O)c1ccccc1NC(=O)N1C[C@H]2C[C@@H](C1)c1cccc(=O)n1C2,2,6,-4,1,-1.3,/,-1,0,-0.2

# Other results
SMILES,D1 agonist,D1 antag,D2 potentiator,TRHR enhancer,D2 ag,RXFP1 antag,D2 antagonist,D1 PAM,TRHR ag
Cc1ccc(-c2cc(-c3ccc(C)cc3)[n+](-c3ccccc3)c(-c3ccc(C)cc3)c2)cc1,14,-20,1,-14,28,/,49*,3,4.0
COc1ccc(-[n+]2c(-c3ccccc3)cc(-c3ccc(C)cc3)cc2-c2ccccc2)cc1,5,-18,14,0,8.4,-22,27,-4,1.0
COc1cccc(-n2c(-c3ccoc3)nc3ccccc3c2=O)c1,0,2,0,-9,0.2,18,-8,-1,-0.2
Cc1nc2cc(F)ccc2n1C1CCN(Cc2nnnn2CCc2ccccc2)CC1,5,3,1,-5,1.1,-4,3,2,1.2
COC(=O)C1=C(c2ccc(F)cc2OCc2ccccc2)C[C@@H]2CC[C@H]1N2C(=O)NC1CCN(Cc2ccccc2)CC1,2,/,-19,7,-0.1,/,26,4,-0.1
Cc1ccc(N2C(=O)NC(=O)/C(=C\C=C\c3ccco3)C2=O)cc1C,7,16,12,1,8.4,-70*,4,-4,2.5
O=C(c1cccnc1)c1cc2ccccc2[nH]1,-1,2,2,2,0.0,-11,14,-8,-0.3
c1ccc(C(OCCN2CCNCC2)c2ccccc2)cc1,6,9,3,3,-0.1,-7,10,-1,0.0
CCCCCc1cc(O)c2c3c(c(=O)oc2c1)CN(C)CC3,15,-4,-7,2,1.6,-1,7,-2,0.9
C=CCn1c(O)c(Cc2ccc(OCC)cc2)c(=O)[nH]c1=O,2,-14,-2,-2,0.4,-1,-18,-3,0.5

# Continued; the last two above are carried over.
SMILES,D1 agonist,D1 antag,D2 potentiator,TRHR enhancer,D2 ag,RXFP1 antag,D2 antagonist,D1 PAM,TRHR ag
CCCCCc1cc(O)c2c3c(c(=O)oc2c1)CN(C)CC3,15,-4,-7,2,1.6,-1,7,-2,0.9
C=CCn1c(O)c(Cc2ccc(OCC)cc2)c(=O)[nH]c1=O,2,-14,-2,-2,0.4,-1,-18,-3,0.5
Cc1cc(NC(=O)C(Cl)(Cl)Cl)no1,1,1,3,0,-0.7,3,7,-3,-1.2
COc1cccc(C(=O)C2CCCN(Cc3cnn(C(C)C)c3)C2)c1 (configuration not stated),5,-3,18,17,-2.3,-14,3,-3,-0.2
N#C/C=C/C#N,3,/,5,-2,0.4,/,3,-4,-0.3
CC(C)CCNC(=O)c1cc(C(=O)c2cc(Br)ccc2O)cn(CCC(C)C)c1=O,5,2,/,8,-0.1,-17,7,1,2.4
COc1ccc(C(=O)C2CCCN(Cc3ccc(C)s3)C2)cc1OC (configuration not stated),2,3,-7,1,2.5,-2,2,-5,0.0
Cc1ccc2c(c1)c(=O)c1c3n2CCN(CC#N)C3CC1 (configuration not stated),2,9,8,6,1.1,2,-7,-7,-0.4
COC(=O)C1=C(c2ccccc2)C[C@@H]2CC[C@H]1N2C,3,-12,-2,3,-0.8,/,-5,-3,-0.3
CN(C)C1(CNC(=O)Cc2ccccc2F)CCCCC1,2,5,-6,-10,-0.5,-14,-10,-4,0.3
CCN(CCO)c1ccc(N=Cc2c(O)n(C)c(=S)[nH]c2=O)cc1,75*,-24,21,8,-1.9,-36,18,0,-1.2
